# TEAD-YAP inh – TEAD-YAP interaction inhibition; HEK-TIYL cells, TEAD-Gal4/YAP UAS-luciferase luminescence; hit rate 1.4% among 640,000; inhibition, % at 9.12 µM; in the data active = inhibition above about 32%;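 also: 0% = median of test compound wells and 100% = reference inhibitor wells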
# GPR151 ag – activators of human GPR151 | hit rate 1% among 650,000 | activation, % at 11.2 µM | PathHunter beta-arrestin GPR151 cells, luminescence; in the data active = activation above about 4.9%;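 also: 0% = median of compound wells and 100% = cells with positive control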
# Target sequence (Q8TDV0 whole entry, looked up): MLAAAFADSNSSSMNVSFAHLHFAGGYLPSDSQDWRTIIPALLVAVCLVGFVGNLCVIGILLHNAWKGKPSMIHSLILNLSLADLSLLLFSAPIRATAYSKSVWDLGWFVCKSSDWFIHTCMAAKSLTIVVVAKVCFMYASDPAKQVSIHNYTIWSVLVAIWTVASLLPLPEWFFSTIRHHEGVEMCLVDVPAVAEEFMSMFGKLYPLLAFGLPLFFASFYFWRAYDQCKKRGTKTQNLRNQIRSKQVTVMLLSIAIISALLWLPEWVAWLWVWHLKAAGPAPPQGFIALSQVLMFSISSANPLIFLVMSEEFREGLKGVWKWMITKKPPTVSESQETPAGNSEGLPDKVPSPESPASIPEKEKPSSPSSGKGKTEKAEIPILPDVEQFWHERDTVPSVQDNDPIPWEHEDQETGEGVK
# MITF primary – inhibitors of human MITF; AlphaScreen MITF homodimerization, bead proximity signal; inhibition, % at 2.6 µM; hit rate 0.91% among 650,000; AID 1259374; in the data active = inhibition above about 50%;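 also: 0% = vehicle wells with protein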
# Target sequence (O75030 whole entry, looked up): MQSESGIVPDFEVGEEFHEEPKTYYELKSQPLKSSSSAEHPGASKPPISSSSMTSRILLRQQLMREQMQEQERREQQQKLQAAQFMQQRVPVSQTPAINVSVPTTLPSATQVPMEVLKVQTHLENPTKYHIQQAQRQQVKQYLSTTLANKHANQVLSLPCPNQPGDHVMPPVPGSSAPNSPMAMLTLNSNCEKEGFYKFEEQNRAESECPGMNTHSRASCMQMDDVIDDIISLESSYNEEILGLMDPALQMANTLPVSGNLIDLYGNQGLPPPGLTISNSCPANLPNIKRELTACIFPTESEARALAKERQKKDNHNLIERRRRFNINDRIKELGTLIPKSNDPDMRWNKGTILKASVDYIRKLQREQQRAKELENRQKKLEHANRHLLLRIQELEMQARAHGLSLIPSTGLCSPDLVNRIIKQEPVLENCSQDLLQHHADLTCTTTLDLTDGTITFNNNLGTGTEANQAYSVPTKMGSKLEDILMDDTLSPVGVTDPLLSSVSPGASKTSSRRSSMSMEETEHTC
# FBW7 act – human FBW7 E3 ligase activation, primary screen; Q969H0; AlphaScreen FBW7–phospho-cyclin E peptide binding, activator screen; hit rate 0.13% among 650,000; normalized activity (activation), % at 26.1 µM; AID 1259310; in the data active = normalized activity above about 1.9%;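 also: purified mutant Fbw7 with reduced substrate affinity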
# An asterisk follows results filed as active; & = joins results of further samples.
structure	TEAD-YAP inh	GPR151 ag	FBW7 act	MITF primary
CN(Cc1ccon1)Cc1c(C(=O)N2CCc3ccccc3C2)nc2ccc(Cl)cn12	2	1.2	0.0	-6
Cc1ccc(-n2[nH]c(C)c(C=Nc3ccccc3C(=O)O)c2=O)cc1	-12	0.6	-0.2	4
CC1CCC(C(=O)NC(Cc2c[nH]c3ccccc23)C(=O)Nc2ccncc2)CC1 (centres undefined)	-7	-0.1	0.1	-77
Cc1ccc(Cc2cnc(NC(=O)CCCOc3ccc(Cl)cc3)s2)cc1	7	0.3	0.0	11
Cc1ccnc2nc(C(=O)OCC(=O)Nc3cccc(S(N)(=O)=O)c3)nn12	3	4.0	-0.1	-7
COc1ccc(-c2nc3ccc([N+](=O)[O-])cc3[nH]2)cc1	-39	-0.6	0.1	10
COc1ccc(/C=N/NC(=O)CNc2cccc(C)c2)cc1Br	5	-0.4	0.1	17
O=C(c1nnc(Cc2ccc(Cl)cc2)o1)N1CCc2ccccc2C1	4	-0.2	-0.1	10
O=C(NCCCn1ccnc1)C(=O)c1c[nH]c2ccccc12	-4	-0.1	1.0	9
COC(=O)c1ccc(-n2c(C)cc(C(=O)CN3CC(C)OC(C)C3)c2C)cc1 (centres undefined)	0	0.2	-0.2	-7
COc1ccc(Cl)cc1NC(=O)c1cnc2n(c1=O)CCS2	-6	0.2	0.0	-4
c1cc2c3c(cccc3c1)C(N1CCOCC1)=NN2	3	-0.9	-0.2	23
CC(C)C(NS(=O)(=O)c1cc(C(=O)O)ccc1Cl)C(=O)O (centres undefined)	-5	0.4	0.3	12
OC(CNCc1cccc(Br)c1)c1ccccc1 (centres undefined)	-3	-0.3	-0.1	-5
COC(CNC(=O)c1ccc2nc(-c3cccs3)c(-c3cccs3)nc2c1)OC	9	-0.7	-0.1	-5
CCOC(=O)c1sc2nc(CC(=O)OC)nc(Nc3cc(OC)ccc3OC)c2c1C	-12	-1.9	0.2	0
COc1cc(C(=O)OCC(=O)N2CC3(C)CC2CC(C)(C)C3)cc(OC)c1OC (centres undefined)	3	2.0	-0.1	15
Cc1cccc(-c2nc3cc(NC(=S)NC(=O)c4ccc(Cl)cc4)ccc3o2)c1	-14	1.3	0.1	-17
O=C(NC1CC1)c1ccc(-c2nc(NCCO)c3[nH]cnc3n2)cc1	1	1.4	0.2	14
CO/N=C(\C(=O)N[C@@H]1C(=O)N2C(C(=O)O)=C(CSc3nc(=O)c(=O)[nH]n3C)CSC12)c1csc(N)n1 (some centres undefined)	3&-11	4.0&0.3	0.0&-0.1	12&3
Cc1ccc(/C=C/C(=O)NCCc2cccc(Cl)c2)o1	-3	1.4	0.2	12
Cc1ccc(/C(COc2ccc3c(C)c(Cc4ccccc4)c(=O)oc3c2)=N\O)cc1	-2	0.9	0.2	15
CCCCOC(=O)Nc1ccccc1F	-5	-1.4	0.3	10
O=C(O)CC1NC(=O)c2ccc3ccccc3c21 (centres undefined)	2	0.5	-0.2	0
COc1ccc(Nc2cc(N3CCN(CCOc4ccc(Cl)cc4)CC3)c3noc4c3c2C(=O)c2ccccc2-4)cc1	-4	0.3	-0.1	1
COc1cc(N)c(Cl)cc1C(=O)OCC(=O)Nc1ncc(Cl)cc1Cl	-39	3.6	-0.2	8
O=C(CSc1nnc(Cc2cccs2)n1-c1ccccc1)NCc1ccco1	-7	-0.4	-0.2	-5
Cn1cc(CN2CCC3(CC2)CC3C(=O)NCC2(c3ccccc3)CCCC2)cn1 (centres undefined)	0	1.1	0.1	1
Cc1ccc(SC(C(=O)c2ccccc2)C(c2cccc([N+](=O)[O-])c2)C(C#N)C#N)cc1 (centres undefined)	-6	2.5	0.0	12
O=C(CSc1ncccn1)N/N=C/c1ccc(C(=O)O)cc1	-5	0.3	0.0	14
CCOC(=O)C1=C(C)NC(S)=C(C#N)C1c1ccsc1 (centres undefined)	10	3.3	-0.2	-3
Cc1ccc(CN2CCN3C(=O)[C@@H](Cc4ccccc4)NC(=O)[C@H]3C2)s1	-2	-1.3	0.0	-3
CN1CCc2c(n(CC(O)CN3C(=O)c4ccccc4S3(=O)=O)c3ccccc23)C1=O (centres undefined)	6	0.2	-0.1	-5
Cc1cccc(NC2=NCC(=O)N2c2ccccc2)c1C	11	0.7	0.4	16
O=C(O)CCCCC(=O)NC1=NCCS1	6	0.6	0.1	8
O=C(c1ccc([N+](=O)[O-])cc1)N1CCn2c1nc1ccccc12	1	1.5	-0.1	2
Cc1oc2ccc(OCc3c(Cl)cccc3Cl)cc2c1C(=O)O	-3	-0.8	0.0	-21
Cc1ccc(NC(=O)Nc2nnc(N3CCC(C)CC3)s2)cc1Cl	7	-0.5	0.0	8
O=[N+]([O-])c1cc(C(F)(F)F)cc([N+](=O)[O-])c1C1=C(N2CCOCC2)CCC1	-13	0.8	-0.4	-2
CCCNC(=O)c1ccnc(N2CCCC(C(=O)N(CC)CC)C2)c1 (centres undefined)	5	-0.6	0.4	23

# Some of these compounds in order of molecular weight, descending.
structure	TEAD-YAP inh	GPR151 ag	FBW7 act	MITF primary
COc1ccc(Nc2cc(N3CCN(CCOc4ccc(Cl)cc4)CC3)c3noc4c3c2C(=O)c2ccccc2-4)cc1	-4	0.3	-0.1	1
Cc1ccc(SC(C(=O)c2ccccc2)C(c2cccc([N+](=O)[O-])c2)C(C#N)C#N)cc1 (centres undefined)	-6	2.5	0.0	12
CN1CCc2c(n(CC(O)CN3C(=O)c4ccccc4S3(=O)=O)c3ccccc23)C1=O (centres undefined)	6	0.2	-0.1	-5
O=C(CSc1nnc(Cc2cccs2)n1-c1ccccc1)NCc1ccco1	-7	-0.4	-0.2	-5
COc1cc(N)c(Cl)cc1C(=O)OCC(=O)Nc1ncc(Cl)cc1Cl	-39	3.6	-0.2	8
Cc1ccc(CN2CCN3C(=O)[C@@H](Cc4ccccc4)NC(=O)[C@H]3C2)s1	-2	-1.3	0.0	-3
Cc1ccc(NC(=O)Nc2nnc(N3CCC(C)CC3)s2)cc1Cl	7	-0.5	0.0	8
CCCNC(=O)c1ccnc(N2CCCC(C(=O)N(CC)CC)C2)c1 (centres undefined)	5	-0.6	0.4	23
O=C(CSc1ncccn1)N/N=C/c1ccc(C(=O)O)cc1	-5	0.3	0.0	14
O=C(c1ccc([N+](=O)[O-])cc1)N1CCn2c1nc1ccccc12	1	1.5	-0.1	2
CCOC(=O)C1=C(C)NC(S)=C(C#N)C1c1ccsc1 (centres undefined)	10	3.3	-0.2	-3
Cc1cccc(NC2=NCC(=O)N2c2ccccc2)c1C	11	0.7	0.4	16
O=C(O)CCCCC(=O)NC1=NCCS1	6	0.6	0.1	8

# Further structures:
structure	TEAD-YAP inh	GPR151 ag	FBW7 act	MITF primary
O=S(=O)(NCCCCN1CCOC(c2ccccc2)C1)c1ccc(F)cc1F (centres undefined)	-8	0.2	0.6	8
CC1CCN(c2cc(N3CCC(C)CC3)c([N+](=O)[O-])cc2/C=N/n2nnnc2N)CC1	-3	-0.6	-0.1	-6
CCCC12CN3CC(CCC)(CN(C1)C3c1ccco1)C2=O (centres undefined)	0	-0.2	0.2	22
Cc1ccc(C2CC(c3cccs3)=NN2C(=O)CSc2nnc(CNC(=O)c3cccc([N+](=O)[O-])c3C)n2C)cc1 (centres undefined)	2	0.3	0.2	3
CCCCC(=O)NC(=S)Nc1cccc(C(=O)O)c1C	3	-1.5	0.3	14
CC(C)C(=O)Nc1ccccc1C(F)(F)F	6	-0.8	0.1	32
N#C/C(=C(/O)COC(=O)c1ccc(C#N)cc1)c1nc2ccccc2s1	-2	0.6	-0.1	-6
CCOC(=O)c1ccc(CN(Cc2ccc(F)cc2)S(=O)(=O)c2ccc(F)c(C(=O)Nc3c(C)cccc3CC)c2)cc1	-3	1.6	0.0	19
O=C(NC1CCCCC1)C(c1cccs1)N(Cc1ccco1)C(=O)c1ccccn1 (centres undefined)	-3	-1.0	-0.1	0
Cc1cc(N2CCCCC2)nc2ccc(NC(=O)/C=C/c3ccc(Br)cc3)cc12	-3	-1.7	0.9	-19
O=C(NCc1ccco1)c1cc2cc([N+](=O)[O-])ccc2oc1=O	-3	-0.7	0.1	-2
CC(C)(C)NC(=O)CSc1nnc2c(n1)[nH]c1ccccc12	11	-0.2	0.1	-4
COc1ccc(P(=O)(CC(=O)O)c2ccc(OC)cc2)cc1	-7	0.1	0.4	-7
C=CCn1c(=O)c(C(=O)Nc2ccccc2C(N)=O)c(O)c2ccccc21	6	0.9	-0.1	-8
CC(C)c1ccc(OCC(=O)Nc2ccc(Cl)cc2)cc1	-1	0.0	-0.1	-16
Cc1ccc(CN2CCN3C(=O)[C@H]([C@@H](C)O)NC(=O)[C@H]3C2)c(C)c1	1	-0.2	0.0	13
COc1ccc(CN2CC(=O)N(c3ccccc3Cl)C2=S)cc1OC	-7	-0.5	-0.1	7
COc1cccc(S(=O)(=O)N2CCC(c3nc(-c4ccc5c(c4)OCO5)no3)CC2)c1	3	0.6	0.2	-2
O=C1CCCC2=C1Sc1ccc(Cl)cc1N2	-3	2.3	0.1	1
CCOC(=O)N1CCN(Cc2c(NC(=O)c3ccco3)sc(C)c2C)CC1	4	-0.1	0.0	16
CN(C(=O)CC1C(=O)NCCN1Cc1cccc2ccccc12)C1CCCCC1 (centres undefined)	18	0.9	0.4	6
Cc1noc(C)c1S(=O)(=O)Nc1ccc(C(=O)NCc2ccc3c(c2)OCO3)cc1	-6	0.6	-0.3	-14
CCCOc1ccc(/C=N/NC=O)c(O)c1	-8	-0.8	-0.2	-20
COc1ccc(NC2=C(C(C)=O)C(c3ccc(N(C)C)cc3)C(C(C)=O)C(C)(O)C2)cc1 (centres undefined)	3	13*	-0.1	1
O=C(NCCOc1ccccc1F)C(c1ccccc1)c1ccccc1	0	1.6	0.2	-6
CCn1c(=N)c(C(=O)NCCCOC)cc2c(=O)n3cc(C)ccc3nc21	9	-0.3	0.2	13
O=C(Nc1cccc(NCc2ccc3c(c2)OCO3)c1)c1ccccc1Cl	10	-0.5	-0.2	4
CCOc1ccccc1NC(=O)Nc1nnc(N(C)Cc2ccccc2)s1	7	-0.8	0.3	-4
O=C(Cc1ccccc1)NNC(=O)CC1SC(=O)NC1=O (centres undefined)	-4	-2.3	0.0	19
O=C(NC(Cc1c[nH]c2ccccc12)C(=O)N1N=CCC1(O)C(F)(F)F)c1ccccc1 (centres undefined)	1	-0.6	0.1	7
Cn1ccnc1C1(O)COC2(CCN(C(=O)c3ccc(Br)s3)CC2)C1 (centres undefined)	7	-1.1	0.3	9
COC(=O)c1ccc(Cl)cc1NC(=O)N(C(C)C)C1CCN(C(C)=O)CC1	-9	7.0*	-0.2	1

# Reformatted: results already given
O=C(NC(Cc1c[nH]c2ccccc12)C(=O)N1N=CCC1(O)C(F)(F)F)c1ccccc1 (centres undefined)
  TEAD-YAP inh: 1	GPR151 ag: -0.6	FBW7 act: 0.1	MITF primary: 7
Cn1ccnc1C1(O)COC2(CCN(C(=O)c3ccc(Br)s3)CC2)C1 (centres undefined)
  TEAD-YAP inh: 7	GPR151 ag: -1.1	FBW7 act: 0.3	MITF primary: 9

# The listing continues:
structure	TEAD-YAP inh	GPR151 ag	FBW7 act	MITF primary
CCOCCn1c(N2CCCC(C)C2)nc2c1c(=O)[nH]c(=O)n2C (centres undefined)	0	-0.5	0.3	11
COC(=O)CN1C(=O)S/C(=C/c2ccc(-c3ccc(C(=O)O)cc3C)o2)C1=O	-29	1.2	-0.2	3
COc1ccc(C(=O)N(C)c2ccccc2)cc1I	8	3.7	-0.1	9
COc1cc(OC)cc(-c2cc3nc4c(c(N5CCC6(CC5)OCCO6)n3n2)CCC4)c1	14	-0.2	1.4	1
CCOC(=O)C1(Cc2cccc(OC)c2)CCN(Cc2ccc(OCCO)cc2)CC1	-3	4.3	0.1	-5
Cc1ccnc2nc(C(=O)OCC(=O)NCCc3ccc(Cl)cc3)nn12	10	-0.8	0.1	11
COC(=O)c1cc(C)sc1NC(=O)c1cc(-c2ccc(OC(C)C)cc2)nc2ccccc12	-4	2.6	-0.2	3
CCOC(=O)c1c(NC(=O)c2ccc(S(=O)(=O)N3CCOCC3)cc2)sc2c1CCN(CC)C2	-4	-0.1	-0.1	6
O=C1C2C(c3ccccc3Cl)OC3(C(=O)c4ccccc4C3=O)C2C(=O)N1c1ccc(F)cc1F (centres undefined)	-2	1.1	0.0	4
C=CCNS(=O)(=O)c1ccc(-n2cnnn2)c(OC)c1	-6	0.4	0.1	1
CC(=O)Nc1ccc2nc(SCc3c(Cl)cccc3[N+](=O)[O-])sc2c1	-46	0.0	0.0	3
COc1cc(Nc2cc(-c3ccc(N4CCN(C)CC4)cc3)nc(N)n2)cc(OC)c1OC	-4	0.2	-0.1	5
COc1ccc(CCN(C)C2CCCN(Cc3cccc(C)n3)C2)cc1OC (centres undefined)	2	-0.8	0.3	9
Cc1cccc(NC(=O)c2ccccc2NC(=O)c2ccc([N+](=O)[O-])cc2)c1	1	-0.4	0.0	-7
COC(=O)c1cn(NC(=O)COc2ccc(Cl)cc2)c(=O)c2ccccc12	2	-0.8	0.1	7
O=C(NCCCO)c1nc2ccccc2s1	3	1.1	0.0	16
CCN1CCN(c2c(Cl)cccc2NC(=O)c2ccc([N+](=O)[O-])o2)CC1	-12	-1.9	-0.1	11
COCCN1C(=O)CC(CC(=O)N2CCCCCCC2)(c2ccccc2Cl)C1=O (centres undefined)	-3	1.2	0.0	4
Cc1noc(C)c1COC(=O)c1cccc(S(=O)(=O)N2c3ccccc3CC2C)c1 (centres undefined)	-6	1.2	0.8	7
CCCCSc1nnc2c(n1)OC(c1ccc(N(C)C)cc1)N(C(C)=O)c1ccccc1-2 (centres undefined)	-4	-0.8	-0.1	6

# Compounds as they come; about 3.4% have a hit in one of these screens.
